Source: PubChem (National Center for Advancing Translational Sciences (NCATS))
Vif-APOBEC3G blk: Vif-A3G binding inhibition. HeLa A3G-eYFP + Vif (tagged APOBEC3G with the HIV-1 protein that degrades it), YFP fluorescence, overnight. Potency, µM (highest dose often 46.1 µM), for the others: top-dose activity, negative = active, hits mostly inhibitors. 410,000 tested, 0.076% active. AID 602310;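 note: % is set by controls: 0 for no effect and ±100 for the full control effect; nearly all actives have a fitted effect of over 60% in size; hits raise eYFP signal because A3G escapes Vif-driven loss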
Target sequence (Q9HC16 whole entry, looked up): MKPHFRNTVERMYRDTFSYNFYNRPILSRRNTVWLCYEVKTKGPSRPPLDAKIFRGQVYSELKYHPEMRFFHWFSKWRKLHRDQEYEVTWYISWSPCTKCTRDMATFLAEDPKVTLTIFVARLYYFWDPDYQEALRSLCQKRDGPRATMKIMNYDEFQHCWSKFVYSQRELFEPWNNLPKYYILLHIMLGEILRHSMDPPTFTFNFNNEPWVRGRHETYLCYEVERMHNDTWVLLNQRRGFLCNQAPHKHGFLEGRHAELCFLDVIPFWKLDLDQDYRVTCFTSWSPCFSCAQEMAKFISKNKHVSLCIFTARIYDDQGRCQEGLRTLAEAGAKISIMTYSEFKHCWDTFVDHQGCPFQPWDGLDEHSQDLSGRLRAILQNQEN
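HeLa cells stably expressing Vif and C-terminally eYFP-tagged A3G, seeded overnight at 37 deg C, then exposed to compound by pintool overnight at 37 deg C. Rise in yellow fluorescence (Ex 488/Em 500-530, Acumen) marks blocked Vif-driven A3G degradation.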
GRP78 ERSR act: ER stress response induction in glioma. U87-MG GRP78 promoter luciferase reporter, 16 h. Potency, µM, for the others: at the top dose activation, actives largely listed as activators. 420,000 tested, 0.02% active. AID 602332; note: series mostly up to about 76 µM; % of control where 0% means no effect; nearly all actives have a fitted effect of over 35% in size
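ERSR induction read as luciferase luminescence (Bright-Glo, 10 min at room temperature) in stably transfected human U87-MG glioma cells exposed to compounds for 16 h, using GRP78 as sensor.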
Numbers without * were called inactive; u = inconclusive. Calls come from the whole dose curve; as a rule, active = well fitted curve in the direction sought with a large enough effect; inconclusive = small, poorly fitted or top-dose-only effect, or another doubt; inactive = no such curve, though single readings can be large; an effect the other way counts as inactive or inconclusive. Potency is the fitted concentration of half-maximal effect. These rows are one share of the data; rates above refer to the full screens.

SMILES | Vif-APOBEC3G blk | GRP78 ERSR act
CC1(C)OC(=O)C2(Cc3cc([N+](=O)[O-])ccc3N3CCCCC32)C(=O)O1 (stereo unspecified) | 1.4% | -2.5%
CN(Cc1ccc(Cl)cc1)C(CCc1ccccc1)C(=O)NC1CCCCC1 (stereo unspecified) | -5.8% | -2.2%
CCCC(=O)N1CCC1(C)C(=O)Nc1cccc(F)c1 (stereo unspecified) | 0.1% | 1.8%
Cc1cccnc1C1=NOC(Cc2ccccc2)C(=O)N1C (stereo unspecified) | 0.6% | -3.1%
C=CCN(CC=C)c1ccc(/C=C/c2ccnc3ccccc23)cc1 | u | 4.4%
CCOC(=O)C1=CCC(c2ccc(CC)cc2)N(S(=O)(=O)c2ccc(C)cc2)C1 (stereo unspecified) | -2.4% | -5.0%
Cc1cc(C)c2nc(-c3ccccc3)ccc2c1 | -3.2% | 1.2%
COc1ccc(CCCNC(=O)C2Cc3c(-c4ccc5c(c4)OCO5)ccnc3O2)cc1 (stereo unspecified) | u | -2.5%
CCc1nc2c(OCc3cc(Cl)cc(Cl)c3)cccn2c1N(C=O)Cc1ccccc1 | -15.8% | 4.6%
CCCc1nc2ccc(C(=O)OC)cn2c1Cc1ccc(C)cc1 | -27.1% | -0.4%
O=C(Nc1cccc(C(F)(F)F)c1)c1csc(COCCO)n1 | 0.4% | -1.4%
CCOC(=O)N(C)c1c(CC)nc2c(OCc3ccc(OC(F)F)cc3)cccn12 | -6.1% | -3.7%
CCc1nc2ccc(C(=O)Nc3cc(-c4ccccc4)ccc3OC)cn2c1N(C)CCC(C)C | 0.1% | -5.2%
CC(C)CNC(=O)C1(C)CCCN1C(=O)c1cc2ccccc2s1 (stereo unspecified) | 3.1% | -2.4%
CC(N)C(=O)NC(C(=O)NC(C)C(=O)Nc1cccc2ccccc12)C(C)C (stereo unspecified) | -4.1% | 5.5%
Cn1ccc2c(-c3ccccc3F)cc3c(c21)C1CCC3C1 (stereo unspecified) | -4.2% | -3.5%
CC(O)(c1ccc(F)c(F)c1)c1nc(-c2cnc3ccccc3c2)cs1 (stereo unspecified) | -3.9% | -2.3%
C[n+]1c(/C=C/c2ccc(F)cc2)ccc2ccccc21 | 4.8% | -2.6%
CC(CC(=O)Nc1ccc2c(c1)c(=O)n(C)n2-c1ccccc1F)c1ccccc1 (stereo unspecified) | u | -2.6%
Cc1ccc(S(=O)(=O)N2C[C@H]3[C@H]4C(=O)N(c5ccccc5)C(=O)[C@H]4CC(=O)[C@H]3[C@@H]2c2ccccc2)cc1 | -2.0% | -4.6%

Already shown: an excerpt of the list.
SMILES | Vif-APOBEC3G blk | GRP78 ERSR act
Cc1cc(C)c2nc(-c3ccccc3)ccc2c1 | -3.2% | 1.2%
COc1ccc(CCCNC(=O)C2Cc3c(-c4ccc5c(c4)OCO5)ccnc3O2)cc1 (stereo unspecified) | u | -2.5%
CCc1nc2c(OCc3cc(Cl)cc(Cl)c3)cccn2c1N(C=O)Cc1ccccc1 | -15.8% | 4.6%
CCCc1nc2ccc(C(=O)OC)cn2c1Cc1ccc(C)cc1 | -27.1% | -0.4%
O=C(Nc1cccc(C(F)(F)F)c1)c1csc(COCCO)n1 | 0.4% | -1.4%
CCOC(=O)N(C)c1c(CC)nc2c(OCc3ccc(OC(F)F)cc3)cccn12 | -6.1% | -3.7%
CCc1nc2ccc(C(=O)Nc3cc(-c4ccccc4)ccc3OC)cn2c1N(C)CCC(C)C | 0.1% | -5.2%
CC(C)CNC(=O)C1(C)CCCN1C(=O)c1cc2ccccc2s1 (stereo unspecified) | 3.1% | -2.4%
CC(N)C(=O)NC(C(=O)NC(C)C(=O)Nc1cccc2ccccc12)C(C)C (stereo unspecified) | -4.1% | 5.5%
Cn1ccc2c(-c3ccccc3F)cc3c(c21)C1CCC3C1 (stereo unspecified) | -4.2% | -3.5%
CC(O)(c1ccc(F)c(F)c1)c1nc(-c2cnc3ccccc3c2)cs1 (stereo unspecified) | -3.9% | -2.3%

Continuation.
SMILES | Vif-APOBEC3G blk | GRP78 ERSR act
Cn1ccc2c(-c3cccc(C=O)c3)cc3c(c21)C1CCC3O1 (stereo unspecified) | -7.2% | -3.1%
CCOC(=O)C1=CCN(S(=O)(=O)c2ccccc2Cl)C1c1ccccc1 (stereo unspecified) | -2.1% | -2.4%
CCc1nc2ccc(C(=O)NCCCN(C)C)cn2c1N(CC)CCOC | -2.2% | 0.7%
COc1ccc(CC(N)c2csc(NC(=O)NCc3ccccc3)n2)cc1 (stereo unspecified) | -3.4% | -3.9%
CC(O)(c1ccccc1)c1nc(-c2ccc3c(c2)OCO3)cs1 (stereo unspecified) | -6.7% | 1.9%
CC1(C(=O)Nc2ccc(F)c(Cl)c2)Cc2c(-c3ccc(C(N)=O)cc3)ccnc2O1 (stereo unspecified) | -14.1% | -5.3%
Cc1nc(C(F)(F)F)ccc1C(=O)N1CCC1(C)C(=O)NS(=O)(=O)c1ccccc1 (stereo unspecified) | -2.2% | -6.1%
CN(C)c1ccc(/C=C2\C=Cc3ccccc32)cc1 | -0.7% | 3.9%
OC(C[n+]1c(Cl)ccc2ccccc21)c1ccccc1 (stereo unspecified) | 1.9% | -2.0%
CC(CNC(=O)[C@@H](Cc1ccccc1)NC(=O)CC[C@H]1O[C@@H](n2ccc(=O)[nH]c2=O)[C@H](O)[C@@H]1O)c1ccccc1 (stereo partly specified) | 2.0% | -2.8%
CC(C)CNc1ncnc2c1ncn2[C@H]1CN(CCc2ccccc2)C[C@@H](CO)O1 | -4.5% | -4.8%
CC(=O)Nc1ccc(-c2ccnc3c2CC(C)(C(=O)NCc2ccc(N(C)C)cc2)O3)cc1 (stereo unspecified) | -17.1% | -2.5%
NC(Cc1ccccc1)C(O)c1ccco1 (stereo unspecified) | -3.2% | -4.6%
CCOC(=O)C1(C)CCCN(C(=O)c2ccc(C#N)cc2)C1 (stereo unspecified) | -3.5% | -0.6%
CCc1nc2c(OC)cccn2c1N(C)C(=O)c1ccccc1F | -2.5% | -1.6%
CCCCc1ccc(S(=O)(=O)NC(=O)C2(C)CCN2C(=O)C/C=C/c2ccccc2)cc1 (stereo unspecified) | -29.0% | u
CC(C)C1CC2=C(C(=O)OC(C)(C)O2)C(c2ccc(Cl)cc2)O1 (stereo unspecified) | -9.3% | -1.1%
OC[C@@H]1CN(Cc2ccc(Cl)cc2)C[C@H](n2cnc3c(N4CCN(c5ccccc5)CC4)ncnc32)O1 | 3.2% | -2.0%
COc1ccc(C(=O)N2CCCC(c3cc(C(=O)Nc4ccccc4)no3)C2)cc1 (stereo unspecified) | 0.8% | 3.8%
CC(=O)Nc1ccc(-c2ccnc3c2CC(C(=O)Nc2cccnc2)O3)cc1 (stereo unspecified) | u | 0.5%
COc1cc(CN2C(=O)C(C)ON=C2c2ccccc2F)cc(OC)c1 (stereo unspecified) | -0.1% | -0.8%
Cc1ccc(F)c(S(=O)(=O)NC(=O)C2(C)CCN2C(=O)CC2CCCCC2)c1 (stereo unspecified) | 1.6% | -3.3%
COc1ccc(-c2cc3nc(NCc4ccc(N(C)C)cc4)n(C)c(=O)c3s2)cc1OC | -6.2% | -1.2%
O=C(CC[C@H]1O[C@@H](n2ccc(=O)[nH]c2=O)[C@H](O)[C@@H]1O)NCC1CCCO1 (stereo partly specified) | 4.5% | -2.0%
COc1ccc(Cc2c(C(C)(C)C)nc3ccc(C)cn23)c(C)c1 | 1.0% | -1.8%
CCOC(=O)C1=C[C@@H](C(C)(C)C)N(S(=O)(=O)c2ccc([N+](=O)[O-])cc2)[C@H]1c1ccccc1 | -4.3% | -4.6%
CCc1nc2c(OCC3COc4ccccc4O3)cccn2c1N(C)C(=O)c1ccccc1F (stereo unspecified) | -21.0% | -0.9%
CC1(C(=O)NS(=O)(=O)c2ccccc2OC(F)(F)F)CCN1C(=O)c1ccco1 (stereo unspecified) | -1.1% | 0.3%
COc1ccc(C2/C=C\CN(C(=O)C3CC3)C(C)C(=O)N2Cc2ccc(F)cc2)cc1 (stereo unspecified) | 2.1% | -3.0%
CCOC1=C2CN(S(=O)(=O)c3ccc(C)cc3)[C@@H](c3cccc4ccccc34)C[C@H]2[C@H]2C(=O)N(c3ccccc3)C(=O)[C@H]2C1 | -7.1% | -3.7%
CC(=O)NC(c1cccc(F)c1)c1nc(-c2ccoc2)cs1 (stereo unspecified) | -0.6% | -0.1%
CC(C)S(=O)(=O)N1CCCC(c2cc(C(=O)NCc3cccnc3)no2)C1 (stereo unspecified) | -2.1% | -4.2%
COCOc1ccc(-c2ncc(OC)nc2NC(=O)c2cc(C)oc2C)cc1 | -2.7% | -3.6%
COC(=O)Cc1ccc(OC2(C)CCN(Cc3csc4ccccc34)C2)cc1 (stereo unspecified) | -2.3% | -5.6%
C(=C\c1ccccc1)/CN1CCN(C(c2cccc3ccccc23)c2nnnn2-c2ccc3c(c2)OCCO3)CC1 (stereo unspecified) | 0.6% | -2.1%
c1cc(-c2cc3nc(NC4CCCCC4)ccn3n2)ccc1OCCN1CCOCC1 | -22.5% | -5.2%
COc1ccc(OC)c(NC(=O)C2(C)CCN2Cc2ccccc2Cl)c1 (stereo unspecified) | -0.4% | 4.3%
Cc1ccccc1NC(=O)Nc1nc(CN(C)C)cs1 | -3.2% | -2.2%
COc1ccccc1-c1cc(NC=O)c2ncc(-c3ccc(S(C)(=O)=O)cc3)n2c1 | u | 7.3%
CC(C)C[C@H]1CNC(=O)C(=O)N1CC1CCN(CCC(C)c2ccccc2)CC1 (stereo partly specified) | -0.2% | -5.7%
COc1cccc(C(=O)N2CCC2(C)C(=O)O)c1 (stereo unspecified) | 1.3% | -4.1%
COc1cc(CN2C[C@@H](CO)O[C@@H](n3cnc4c(N5CCCC5)ncnc43)C2)cc(OC)c1OC | 2.1% | 0.4%
CC1(C(=O)Nc2ccccc2)Cc2c(-c3ccc4c(c3)OCO4)ccnc2O1 (stereo unspecified) | -19.2% | 0.4%
CCNC(=O)C1(C)CCCN(C(=O)c2cc(OC)ccc2Br)C1 (stereo unspecified) | -0.8% | 5.2%
COc1cc2c(NC3CCN(C)CC3)nc(N3CCN(C)CC3)nc2cc1OCCOCCN(C)C | 1.7% | -1.4%
COc1ccc2c(c1)C=C/C2=C\c1ccc(N(C)C)cc1 | -0.9% | 0.5%
Fc1cccc(Cc2c(-c3cccc(Cl)c3)nc3c(Cl)cc(C(F)(F)F)cn23)c1 | -2.5% | -2.4%
COc1ccc(F)c(Cn2cnc3c(cnn3C(C)(C)C)c2=O)c1Cl | -0.5% | -1.1%
O=C(NCc1c(Cl)cccc1Cl)c1[nH]c(C(F)(F)F)nc1-c1ccccc1 | -3.7% | -3.0%
Cc1ccc2nc(-c3ccc(N=Nc4cc(S(=O)(=O)O)c5ccccc5c4O)cc3)sc2c1S(=O)(=O)O | 2.3% | -6.3%
Going on with the list:
SMILES | Vif-APOBEC3G blk | GRP78 ERSR act
OCCCNc1ncnc2c1ncn2[C@H]1CN(Cc2ccco2)C[C@@H](CO)O1 | -4.2% | -1.4%
CC1ON=C(c2ccccn2)N(Cc2ccc3c(c2)OCO3)C1=O (stereo unspecified) | -2.8% | 1.8%
NC(c1csc(Nc2cc(Oc3ccccc3)ncn2)n1)c1ccccc1Cl (stereo unspecified) | -22.0% | -1.4%
c1ccc(-c2ccc(-c3csc4ncnc(Sc5nnnn5-c5ccccc5)c34)cc2)cc1 | 0.5% | -2.6%
Cc1[nH]ncc1Nc1ccccc1C(C)C | -4.6% | -3.8%
CCCCN(C=O)c1c(CC)nc2c(OCc3ccccc3C)cccn12 | 0.3% | -2.7%
COc1cc(NC(=O)c2cccc3c(-c4cccnc4)coc23)cc(OC)c1OC | -14.1% | -3.1%
CC(C)C(N)c1csc(Nc2ccc(C(=O)NCCCO)cn2)n1 (stereo unspecified) | 1.5% | -2.0%
COc1ccc(C2CC(=O)Oc3c(C(CCN4CCOCC4)c4ccc5c(c4)OCO5)c(OC)cc(OC)c32)cc1 (stereo unspecified) | -4.6% | -7.3%
O=C(c1[nH]c(C(F)(F)F)nc1-c1ccccc1)N1CCCCC1 | 0.1% | -3.4%
COc1cc(C(=O)N2CCC2(C)C(=O)NC(C)C)cc(OC)c1OC (stereo unspecified) | -6.2% | -2.3%
CC1(C(=O)NCc2ccc3c(c2)OCO3)CCN1Cc1csc2ccccc12 (stereo unspecified) | -2.3% | -1.9%
COc1ccc(-c2cc3nc(NCCCN(C)C)n(C)c(=O)c3s2)cc1OC | 1.7% | -3.2%
Cn1c(=O)c2cc(NC(=S)NC3CCCCC3)ccc2n1Cc1cccc(C(F)(F)F)c1 | -1.8% | -1.4%
COc1cc(CN2C[C@@H](CO)O[C@@H](n3cnc4c(NCc5ccc(F)cc5)ncnc43)C2)cc(OC)c1OC | 0.4% | -2.4%
CCCC[C@H]1CCCO[C@@](C(=O)NCc2ccccc2)(C(F)(F)F)C1 | 0.6% | -1.4%
Cc1ccc(C)c(C(=O)C[n+]2cccc(Br)c2)c1 | 1.3% | -1.3%
COc1ccc(/C=C2\C=Cc3ccccc32)cc1OC | -2.0% | 2.3%
CC1(C(=O)NS(C)(=O)=O)CCN1C(=O)Cc1ccc(-c2ccccc2)cc1 (stereo unspecified) | -0.8% | -3.1%
CNc1ncnc2c1ncn2[C@H]1CN(CCc2ccccc2)C[C@@H](CO)O1 | 1.4% | -1.2%
